Source: PubChem BioAssay
VLA-4 inh: inhibition in human VLA-4 binding assay, primary screen, VLA-4 allosteric modulator project, MLPCN library, flow cytometry, VLA-4 expressing cells. Integrin alpha-4 (Homo sapiens), P13612. ligand binding flow cytometry. inhibition, % (about 7 µM as worked out from the volumes in the protocol). hit rate 0.2% among 330,000. AID 2557, 2010; in the data active = inhibition above about 50%
MCL1 BIM primary: inhibitors of MCL1 binding to BIM-BH3, primary screen, biochemical, fluorescence polarization; hit rate 0.68% among 320,000; inhibition, % at 10.9 µM; GST-MCL1 / FITC-Bim-BH3 fluorescence polarization; Induced myeloid leukemia cell differentiation protein Mcl-1 (Homo sapiens), Q07820;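 active = inhibition above the mean inhibition of all tested compounds plus 3 SD, set per campaign, cut at about 40% in these data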;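 note: 0% = DMSO wells and 100% = unlabeled Bim-BH3 peptide control; higher means more loss of mP so more displacement of Bim peptide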
Target sequence (Q07820 whole entry, looked up): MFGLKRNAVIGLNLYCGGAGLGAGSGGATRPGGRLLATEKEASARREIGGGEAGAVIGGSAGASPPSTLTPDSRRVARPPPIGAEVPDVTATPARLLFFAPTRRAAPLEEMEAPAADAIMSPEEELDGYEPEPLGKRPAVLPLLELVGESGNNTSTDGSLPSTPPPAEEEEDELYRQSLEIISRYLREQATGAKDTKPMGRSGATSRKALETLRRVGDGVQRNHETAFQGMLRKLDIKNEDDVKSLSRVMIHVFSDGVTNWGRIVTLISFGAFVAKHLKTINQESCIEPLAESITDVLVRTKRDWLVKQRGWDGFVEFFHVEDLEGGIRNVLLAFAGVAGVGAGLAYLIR
Fam108B counter: mouse Fam108B serine hydrolase inhibitors, primary screen, counter-screen for RBBP9 inhibitor project, biochemical, fluorescence polarization; recombinant Fam108B, FP-Rh probe fluorescence polarization; inhibition, % at 9.51 µM; hit rate 0.33% among 300,000; AID 1947, 2009;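 active = inhibition above the screen mean inhibition plus 3 SD, computed separately per campaign, cut at about 18% in these data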;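 note: inhibitors lower polarization as less probe binds the enzyme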
CIT2 TOR yeast: modulators of CIT2-GFP expression in yeast, primary screen, S. cerevisiae, GFP fusion, multiplex flow cytometry, MLPCN library; S. cerevisiae CIT2-GFP strain, 3 h; 100 means same as DMSO wells; GFP response vs DMSO, % at 10 µM; hit rate 0.065% among 320,000; AID 2029, 2009;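 active = GFP response relative to DMSO above a set limit, near the screen mean plus 3 SD, cut at about 150% in these data; inconclusive = Fewer than 70 cells measured for a yeast strain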;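 note: ratio of well median GFP fluorescence to mean of DMSO wells on the plate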
AGP1-GFP MLPCN: modulators of AGP1-GFP expression in yeast TOR pathway, primary screen, cell-based, multiplex flow cytometry, S. cerevisiae, MLPCN library; hit rate 0.02% among 320,000; GFP response vs DMSO, % at 10 µM; 3 h; GFP as percent of DMSO wells;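 active = GFP response relative to DMSO above a set limit, near screen average plus 3 SD, cut at about 150% in these data; inconclusive = fewer than 70 cells counted for the yeast strain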;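 note: median GFP channel fluorescence of the gated AGP1 strain per well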
GLD-1 TGE inh: GLD-1/TGE RNA complex disruptors, primary screen, biochemical, fluorescence polarization. Female germline-specific tumor suppressor gld-1 (Caenorhabditis elegans), Q17339. hit rate 0.44% among 320,000. purified GLD-1 + fluorescein TGE RNA. inhibition, % at 5.96 µM. AID 2280, 2010;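 active = percent inhibition above a per-plate cutoff, the plate mean of test compounds plus 3 SD, cut at about 30% in these data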;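 note: 0% = DMSO wells with GLD-1 and probe and 100% = wells lacking GLD-1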
BCLXL inh: inhibitors of human Bcl-xL, primary screen, biochemical, fluorescence polarization, HTS | inhibition, % at 10.9 µM | GST-Bcl-xL / FITC-Bim BH3 peptide fluorescence polarization | AID 2129, 2009 | hit rate 0.7% among 320,000 | Bcl-2-like protein 1 (Homo sapiens), Q07817;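 active = inhibition above the mean of all tested compounds plus 3 SD, cutoff set per campaign, cut at about 30% in these data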;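 note: 0% = DMSO wells and 100% = unlabeled Bim-BH3 peptide competitor; inhibitors lower millipolarization by displacing the labeled peptide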
MEX-5 binding: MEX-5 zinc finger RNA-binding disruptors – biochemical, C. elegans, fluorescence polarization, MLPCN library, primary screen; activity score (negative = inhibition of binding), % at 10 µM; Zinc finger protein mex-5 (Caenorhabditis elegans), Q9XUB2; AID 1832, 2009; hit rate 0.38% among 300,000; MEX-5/FITC-TCR2 RNA binding; hits give low values;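 active = inhibition past about -25% in most replicates, and total fluorescence under double the plate's negative control median, limit read from the data; inconclusive = replicates evenly split on the limit, or fluorescence at least double controls; inactive = too little inhibition in most replicates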;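 note: 0% = DMSO and -100% = 5 µM competing unlabeled TCR2 RNA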
GRK2 inh: compounds blocking aptamer binding on GRK2 – biochemical, human GRK2, bead flow cytometry, HTS, primary screen. Beta-adrenergic receptor kinase 1 (Homo sapiens), P25098. FAM-aptamer displacement from GRK2. inhibition of aptamer binding, % at 10 µM. hit rate 0.59% among 330,000. AID 488847, 2010;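 active = inhibition of aptamer binding above 40%, roughly 3 SD of noise, on plates passing a quality check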;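 note: median bead fluorescence of bound FAM aptamer so fluorescent compounds give negative values; no value below 0 was filed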
Target sequence (P25098 whole entry, looked up): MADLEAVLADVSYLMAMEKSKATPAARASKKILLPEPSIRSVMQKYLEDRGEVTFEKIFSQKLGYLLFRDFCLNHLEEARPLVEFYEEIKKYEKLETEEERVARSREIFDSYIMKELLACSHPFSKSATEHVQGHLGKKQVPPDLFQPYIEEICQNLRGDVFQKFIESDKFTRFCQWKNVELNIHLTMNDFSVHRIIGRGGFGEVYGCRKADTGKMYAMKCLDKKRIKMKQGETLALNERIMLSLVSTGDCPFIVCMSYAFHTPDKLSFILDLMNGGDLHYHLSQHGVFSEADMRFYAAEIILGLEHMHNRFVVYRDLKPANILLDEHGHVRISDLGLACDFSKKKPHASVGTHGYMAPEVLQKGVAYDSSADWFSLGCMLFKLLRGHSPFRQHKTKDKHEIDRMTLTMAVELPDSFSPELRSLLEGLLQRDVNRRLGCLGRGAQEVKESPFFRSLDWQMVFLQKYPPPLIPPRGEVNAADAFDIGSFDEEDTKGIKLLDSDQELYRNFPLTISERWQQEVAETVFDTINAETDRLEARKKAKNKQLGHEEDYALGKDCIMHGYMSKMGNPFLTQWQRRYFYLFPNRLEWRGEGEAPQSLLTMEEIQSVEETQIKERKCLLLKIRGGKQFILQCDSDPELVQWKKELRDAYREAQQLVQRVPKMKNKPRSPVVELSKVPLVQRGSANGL
Numbers without * were called inactive; ? = inconclusive; nt = no result given.

Every second line gives: VLA-4 inh	MCL1 BIM primary	Fam108B counter	CIT2 TOR yeast	AGP1-GFP MLPCN	GLD-1 TGE inh	BCLXL inh	MEX-5 binding	GRK2 inh
- CN(/N=C/c1ccccc1)C(=S)c1ccccc1
  -2	-1	-5	85	90	-2	-4	-0.5	1
- O=C(NC1CCCC1)C(c1cc2c(cc1[N+](=O)[O-])OCO2)N1CCCC1 (centres undefined)
  2	12	1	95	99	5	6	-0.9	0
- CCc1nnc(NC(=O)OCc2ccccc2)s1
  57*	-5	-1	83	83	0	1	0.0	0
- COc1ccc(NC(=O)Cc2nnc(SCC(=O)c3ccc(F)cc3)n2C)cc1
  7	-5	1	97	98	7	-2	-1.6	0
- Cc1ccc(C)c(C2=CSC3=NCCN23)c1
  21	-7	-2	103	100	5	1	nt	0
- CCOC(=O)C1NN=C(C(=O)c2ccccc2)C1c1ccc(OC)cc1 (centres undefined)
  3	0	1	96	99	11	2	0.7	0
- CCC(CC)C(=O)Nc1cccc(SC)c1
  9	-6	2	95	nt	-3	1	-0.1	0
- COc1ccc(CC(=O)Nc2ccc(-c3noc(-c4ccccc4OC)n3)cc2)cc1
  -1	-3	-12	106	104	-4	4	-2.9	0
- COC(=O)c1ccc(NC(=S)NC(=O)c2c(Cl)cnn2C)cc1
  4	14	0	93	93	7	9	0.4	0
- CCOC(=O)c1c(-c2ccccc2)csc1NC(=O)c1nn(CC)cc1Br
  2	12	-16	101	107	1	8	-2.3	0
- COc1cc(/C=C/C(=O)OCC(=O)NCC2CCCCC2)ccc1O
  10	3	nt	109	111	4	3	nt	2
- CCO/N=C(\C)c1c(O)c(CC)c(-c2ccccc2)n(-c2ccccc2)c1=O
  -2	0	5	99	104	-8	1	2.2	2
- O=C(O)c1ccc2cccc(O)c2n1
  2	12	3	105	114	-1	3	-9.8	18
- Cn1c(NC(=O)c2ccco2)c(-c2ccccc2)c(=O)c2ccccc21
  -2	1	-1	100	100	5	4	1.8	3
- CCN(CC)S(=O)(=O)c1ccc(N2CCCC2)c(NC(=O)C2CSC3(C)CCC(=O)N23)c1 (centres undefined)
  3	1	0	99	103	1	6	2.9	0
- Cc1cc(C)cc(N2C(=O)CC(N3CCOCC3)C2=O)c1 (centres undefined)
  8	4	-4	93	87	-1	0	-0.6	5
- CC(C)(C)C(=O)Nc1cccc(C(=O)c2cccc(NC(=O)C(C)(C)C)c2)c1
  2	-4	-8	?	?	0	5	0.5	1
- COc1cnc(-c2ccccn2)nc1Oc1cccc(C(F)(F)F)c1
  5	-4	-2	103	99	-1	-2	-2.1	0
- CCOCCCNC(=O)C(c1ccccc1)N(Cc1cccs1)C(=O)c1ccccc1O (centres undefined)
  -9	-3	1	93	93	0	-1	1.6	0
- Cc1ccccc1-n1ncc(C(C)NS(=O)(=O)c2ccccc2Cl)c1C (centres undefined)
  1	nt	nt	87	87	nt	nt	-2.1	1
- CC(=O)Nc1ccc(S(=O)(=O)NNC(=O)c2cccc3ccccc23)cc1
  1	-3	2	84	94	8	3	-1.0	0
- CC(Sc1ccsc1[N+](=O)[O-])C(=O)NCc1ccco1 (centres undefined)
  -3	14	2	104	100	-9	10	-1.2	0
- CCOC(=O)N1CCC(NC(=O)c2ccc(N3CCC4(CC3)OCCO4)c([N+](=O)[O-])c2)CC1
  2	0	2	95	93	2	2	-2.3	0
- CCC1=NN(C(=O)CCc2ccc3c(c2)OCO3)C(O)(C(F)(F)F)C1 (centres undefined)
  4	-21	3	105	98	-8	-5	-4.6	1
- O=C(/C=C/c1ccccc1)NC(NC(=S)Nc1ccc(Cl)cc1)C(Cl)(Cl)Cl (centres undefined)
  -10	6	-25	107	104	4	2	1.7	0
- COc1ccc(C(CCN2CCOCC2)c2c(OC)cc(OC)c3c(C)cc(=O)oc23)cc1 (centres undefined)
  nt	-3	-1	nt	nt	-5	0	1.6	nt
- COc1cc(C(C(=O)NCc2ccccc2)N(C(=O)c2snc(C(N)=O)c2N)C2CCCC2)cc(OC)c1OC (centres undefined)
  12	-4	-1	97	102	0	5	-1.6	0
- CCOC(=O)C1(CCc2ccccc2)CCN(C(=O)c2cnc(C)cn2)CC1
  0	-3	8	96	100	6	0	-2.8	3
- COc1ccc(N2C(=O)C(CC(N)=O)N(NC(=O)c3cccc(OC)c3)C2=S)cc1 (centres undefined)
  -9	-2	-4	99	100	-2	-1	-2.0	4
- CCOc1ccccc1NC(=O)CCNS(=O)(=O)c1cccc2nonc12
  13	1	2	105	108	9	3	3.2	4
- Cc1ccc2c(c1)C(N1CCCC1=O)CC(c1ccco1)N2 (centres undefined)
  7	4	-3	105	99	8	14	-2.8	0
- O=C(c1cc(-c2ccncc2)nc2ccccc12)N1CCN(S(=O)(=O)/C=C/c2ccccc2)CC1
  -4	-7	1	99	89	-1	0	-2.4	0
- O=C1CN(C(=O)COc2ccc([N+](=O)[O-])cc2Cl)c2ccccc2N1
  -10	1	nt	92	105	5	11	nt	2
- O=C1CC(NNC(=O)c2ccc(Br)cc2)C(=O)N1 (centres undefined)
  0	6	2	93	105	3	10	nt	0
- CC(C)CNC(=O)CC(=O)N/N=C/c1ccc(Br)cc1
  5	-3	9	98	94	-5	-3	0.1	0
- O=C(Nc1ccccc1C(=O)N1CCOCC1)c1noc2c1CCCC2
  8	1	-1	107	101	2	1	-1.6	3
- CC(C)Oc1cccc(C(=O)NC(=S)N2CCN(c3ccc(C(F)(F)F)cc3[N+](=O)[O-])CC2)c1
  18	7	3	94	99	3	3	2.5	0
- Nc1ncncc1-c1ccc(Cl)cc1
  1	5	0	112	124	4	3	-2.3	0
- COc1ccc(-c2noc(N3CCC(C(=O)N4CCN(c5ccccn5)CC4)CC3)n2)cc1
  -24	-8	-1	94	90	4	1	-2.7	4
- CC(C)(C)c1cc(C(=O)Nc2ccc(F)cc2)n(Cc2ccc(F)cc2)n1
  16	2	-5	100	104	3	6	-0.3	0
- Cc1ccccc1-n1c(SCC(=O)c2cc(C)n(C)c2C)nnc1-c1cccnc1
  17	-6	4	102	103	5	-2	2.3	3
- CCC(=O)Nc1ncc2c(n1)CC(c1ccco1)CC2=O (centres undefined)
  1	4	-5	100	103	5	6	-0.2	0
- CCOC(=O)Nc1cccc2ccccc12
  7	9	5	95	95	4	6	-0.1	8
- CN1C(=O)C(CC(=O)NCCc2ccccc2)N(NC(=O)c2ccc(Cl)cc2)C1=S (centres undefined)
  1	7	1	69	105	-5	4	-0.8	0
- CCCc1nc(SCC(=O)N2CCN(c3ccccc3)CC2)c2c(=O)n(C)c(=O)n(C)c2n1
  0	-5	2	96	103	5	-6	-1.9	0
- CC(C)(C)c1ccc(/C=C/C(=O)O)s1
  9	2	-1	99	96	8	6	-3.7	2
- Cc1cc(C)cc(C(=O)NC2C(=O)N3C(C(=O)O)=C(CSc4nnc(C)s4)CSC23)c1 (centres undefined)
  -2	7	1	85	85	-7	17	-1.6	4
- COC(=O)c1ccc(N2CCN(CC(=O)c3ccc(-c4ccccc4)cc3)CC2)c([N+](=O)[O-])c1
  11	-1	3	98	89	-3	3	1.1	0
- CCCCn1c(SCC(=O)c2ccc3c(c2)OCCO3)nnc1-c1ccco1
  3	-4	-1	89	99	2	-6	-0.6	2
- COC(=O)c1sccc1NC(=O)c1cccc(F)c1
  3	0	1	101	103	-7	3	1.1	0
- CC(C)(C)OC(=O)C[C@H]1C/C=C\C[C@@H](CC(=O)NCCO)C(=O)N2CCC[C@H]2COC1=O
  12	nt	nt	107	102	5	nt	nt	0
- Cc1ccc(CNC(=O)c2ccc([N+](=O)[O-])o2)cc1
  4	8	6	100	91	-3	4	0.1	1
- CCOc1ccccc1NC(=O)c1cc(S(=O)(=O)NCc2ccco2)ccc1F
  1	8	-6	97	105	3	7	1.4	1
- COCCn1c(Cc2ccccc2)nnc1SCC(=O)Nc1oc(C)c2c(C)n[nH]c(=O)c12
  -5	2	4	97	98	6	-1	1.2	0
- Cc1ccc(NC(=O)c2c(C)noc2C)cc1
  -1	-3	8	103	102	4	4	-0.4	17
- Cc1ccc(S(=O)(=O)CNC(=O)c2ccccc2)cc1
  4	-3	1	82	91	1	3	-1.3	0
- O=C(CC12CC3CC(CC(C3)C1)C2)N/N=C/c1ccncc1
  28	14	0	96	98	3	3	-2.0	0
- CC(C)OCCCn1c(=S)[nH]c2cc3c(cc2c1=O)OCO3
  6	-4	-4	97	101	-1	2	-2.3	0
- NNC(=O)C1CCCN1S(=O)(=O)c1ccc(Cl)cc1 (centres undefined)
  24	-2	2	114	108	7	-1	-0.9	0
- O=C(CSc1ccc(-c2ccccn2)nn1)NC1CCCCC1
  2	3	-2	108	118	-4	1	-1.0	1

Additional results:
Every second line gives: VLA-4 inh	MCL1 BIM primary	Fam108B counter	CIT2 TOR yeast	AGP1-GFP MLPCN	GLD-1 TGE inh	BCLXL inh	MEX-5 binding	GRK2 inh
- COc1ccc(NC(=O)N(CCCN2CCOCC2)Cc2cccnc2)c(OC)c1
  3	3	1	96	99	1	5	-0.2	1
- COn1c(-c2ccccc2)c(C=O)c2ccccc21
  13	-2	2	104	90	-6	0	0.9	1
- CCOC(=O)c1cnn(CC2CCCCC2)c1N
  -11	3	9	101	100	4	3	0.7	2
- S=C(NCCN1CCOCC1)Nc1ccc(Cl)c(Cl)c1
  23	14	-1	102	101	-5	11	-1.1	0
- C[C@@]12C(=O)N(CC3CCCO3)CC(=O)N1[C@H]1c3ccccc3OC[C@@H]1[C@@H]2c1ccccc1 (some centres undefined)
  4	7	nt	95	91	0	2	nt	0
- O=C(NC1CCCCC1)N1CCCC(c2nc(-c3ccc(S(=O)(=O)N4CCCC4)cc3)no2)C1 (centres undefined)
  6	6	-21	95	106	3	1	0.9	0
- O=S(=O)(Nc1ccc2c(c1)CCC2)c1cccs1
  8	-3	1	98	99	-4	4	0.9	1
- Nn1c(SCC(=O)Nc2ccc3c(c2)OCO3)nnc1-c1ccncc1
  -5	11	0	101	103	1	6	-1.3	0
- CN(CC(=O)Nc1cccc2c1CCCC2)S(=O)(=O)c1ccccc1
  3	2	-1	91	98	-5	2	1.2	0
- CC(=O)Nc1sc2c(c1C#N)CCC(C)C2 (centres undefined)
  2	-2	1	96	100	-6	4	-0.3	0
- O=C1CCCc2ccccc2N1Cc1cccc(Cl)c1
  6	-1	-2	92	103	5	2	0.7	0
- Cc1cc(C)cc(NC(=O)Nc2cccnc2)c1
  -22	nt	nt	96	97	nt	nt	-0.9	0
- CCOC(=O)C(Cc1ccc(O)cc1)NC(=O)CNC(=O)C(CC(C)C)NC(=O)OC(C)(C)C (centres undefined)
  22	6	6	96	99	7	3	-0.1	0
